High-throughput results from PubChem BioAssay.
M. tuberculosis GlmU: inhibition of mycobacterial GlmU enzyme – biochemical, glucosamine-1-phosphate acetyltransferase (AID 1376). M. tuberculosis GlmU acetyltransferase enzyme assay; higher % means a stronger effect. inhibition, %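 (tested at 30 µM in the primary screen)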, or IC50 in µM where a hit was titrated. 0.25% of 220,000 active; in the data active = inhibition above about 13%;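 also: 0% = complete reaction with vehicle and 100% = reaction without substrate; strong numbers were not always called active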
RmlCD inh 1536: M. tuberculosis RmlC/RmlD inhibition; P9WH09+P9WH11; RmlC+RmlD coupled enzyme assay, percent inhibition; primary screen in compound mixtures; inhibition, % at 3.6 µM; 0.03% of 160,000 active; AID 1533; in the data active = inhibition mostly above about 34%, no sharp cut-off; also: some results filed as inactive read as strong as hits
Target sequence (P9WH09 whole entry, looked up): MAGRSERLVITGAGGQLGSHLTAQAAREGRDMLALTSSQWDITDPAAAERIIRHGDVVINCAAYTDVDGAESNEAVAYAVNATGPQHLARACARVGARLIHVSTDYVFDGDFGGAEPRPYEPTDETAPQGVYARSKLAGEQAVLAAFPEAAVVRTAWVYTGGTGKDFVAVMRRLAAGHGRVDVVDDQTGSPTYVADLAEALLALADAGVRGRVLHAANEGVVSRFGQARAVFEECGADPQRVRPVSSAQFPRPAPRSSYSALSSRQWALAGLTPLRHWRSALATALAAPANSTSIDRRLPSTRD
Target sequence (P9WH11 whole entry, looked up): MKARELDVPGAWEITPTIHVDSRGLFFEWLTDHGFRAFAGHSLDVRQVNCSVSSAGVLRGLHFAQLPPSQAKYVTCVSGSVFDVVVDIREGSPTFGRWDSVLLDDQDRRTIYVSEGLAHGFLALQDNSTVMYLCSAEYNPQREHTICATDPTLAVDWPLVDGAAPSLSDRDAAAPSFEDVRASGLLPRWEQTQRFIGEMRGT
The depositor's hits bear a star; / = no result given. This is a subset (hit frequency here may not be typical).

| mol | RmlCD inh 1536 | M. tuberculosis GlmU |
| --- | --- | --- |
| COc1ccc(NC(=O)c2ccccc2N(Cc2ccccc2)S(C)(=O)=O)cc1 | / | -1.7% |
| COCCN1CCCC(CNCc2cn(C)nc2-c2ccc(Oc3ccccc3)cc2)C1 (stereo not drawn) | 9 | -4.1% |
| O=C(Nc1nccs1)C(=O)c1c[nH]c2ccccc12 | / | 5.5% |
| COc1cccc(/C(O)=C2/C(=O)C(=O)N(CCN(C)C)C2c2ccccn2)c1 (stereo not drawn) | 5 | 1.6% |
| COC(=O)c1cc([N+](=O)[O-])c(-n2ccnc2)c([N+](=O)[O-])c1 | -6 | 6.3% |
| COCCn1c(=O)[nH]c2cc(C(=O)NC(C)C)ccc2c1=O | -7 | 1.4% |
| CCOC(=O)Cc1csc(NC(=O)CCCCCN2C(=O)c3ccccc3C2=O)n1 | 9 | 2.4% |
| O=S(=O)(NC1CCCCC1)c1ccc(N2CCOCC2)nc1 | / | -4.6% |
| CCCCCNC(=O)c1ccc2c(=O)n(CCCOCC)c(=S)[nH]c2c1 | 4 | -1.6% |
| Cc1ccccc1Nc1nc(N)nc(COC(=O)/C=C/c2ccco2)n1 | -1 | 2.5% |
| CN1CCN(C(=O)C2=C[C@@H](c3ccc4c(c3)OCO4)C[C@@H](OCc3ccc(CO)cc3)O2)CC1 | / | -4.8% |
| O=C(NC1CCCCC1)NC1(C(=O)N2CCN3CCCC3C2)CCCCC1 (stereo not drawn) | -5 | -0.7% |
| CC(=O)C(C(C)=O)c1c(Cl)c(O)c(O)c2c(C(=O)c3ccccc3)coc12 | 5 | 7.2% |
| CC1CCCN(C(=O)COc2ccc(Nc3ccccc3)cc2)C1 (stereo not drawn) | -12 | -0.8% |
| CC12C(=O)N(Cc3ccco3)C(=O)C1C1c3ccccc3C2c2ccccc21 (stereo not drawn) | / | -3.3% |
| Cn1c(CSCc2ccc(F)cc2)nnc1SCC(=O)Nc1cccc(C(=O)O)c1 | 3 | 1.3% |
| O=C(CSc1nc2[nH]ncc2c(=O)n1-c1ccccc1)c1ccc2c(c1)OCCO2 | 10 | -1.5% |
| CC(C)(C)C(=O)NC(NC(=O)C(C)(C)C)c1ccc([N+](=O)[O-])cc1 | 3 | -4.3% |
| C=C1CCN([C@@H](C)C(=O)NCCCCCC)S(=O)(=O)c2ccccc21 | / | 1.4% |
| O=C(C1CC(=O)N(c2ccc(F)c(Cl)c2)C1)N1CCC2(CC1)OCCO2 (stereo not drawn) | -7 | 6.9% |
| O=C(Nc1ccc(Oc2ccc(NC(=O)C3CCCO3)cc2)cc1)C1CCCO1 (stereo not drawn) | / | 0.8% |
| O=C(O)CCNS(=O)(=O)c1ccccc1C(F)(F)F | -6 | -2.6% |
| CC(C)C(=O)Nc1cccc(-c2csc(-c3ccccc3)n2)c1 | 0 | 0.6% |
| Nc1nc(SCC(=O)NC2CCCC2)[nH]c(=O)c1NC(=O)c1cccs1 | 2 | 5.6% |
| CCOC(=O)c1sc2ncn(CC(=O)NCC3CCCO3)c(=O)c2c1C (stereo not drawn) | / | -0.2% |
| O=C(Nc1ccc(Cl)c(C(F)(F)F)c1)[C@@H]1CC=C[C@@H]2CCN(Cc3ccc(Cl)c(Cl)c3)C(=O)[C@@H]21 | / | -4.0% |
| COc1ccc(CN=CC2=C(O)CNC2=O)cc1 | -3 | 2.6% |
| O=C(CNC(=O)c1cccc(Br)c1)N/N=C/c1cn[nH]c1-c1ccccc1 | -9 | -0.3% |
| O=C1C2CC=CCC2C(=O)N1c1ccc(Cc2ccncc2)cc1 (stereo not drawn) | / | -0.3% |
| CCN(CC)S(=O)(=O)c1cccc(C(=O)OCC(=O)c2ccc3c(c2)OCCO3)c1 | 9 | -4.4% |
| COc1ccc(OC)c(NC(=O)N2CCCC(C)C2)c1 (stereo not drawn) | 9 | 3.9% |
| O=C(O)CNS(=O)(=O)Cc1ccccc1 | 6 | / |
| Cc1nc(CCl)cc(=O)[nH]1 | 34 | -2.3% |
| CC(C)CC(c1nnnn1C1CCCC1)N1CCN(C(=O)c2ccco2)CC1 (stereo not drawn) | 4 | -3.2% |
| O=C(COc1ccc2ccc(=O)oc2c1)N1CCN(c2ccccc2)CC1 | 4 | -0.1% |
| CCS(=O)(=O)CCn1c([N+](=O)[O-])cnc1C | / | 3.2% |
| CCN(CC)c1cc(C)c(C#N)c2nc3ccccc3n12 | 11 | -6.6% |
| COc1ccc(N=Nc2cc(C)c(O)c(CN3CCCCC3)c2)cc1 | -5 | -0.5% |
| Cn1cccc1C(=O)OCC(=O)N1c2ccccc2NC(=O)C1(C)C | 7 | -1.3% |
| COc1ccccc1NS(=O)(=O)c1ccc(N/N=C/c2c(C)nn(-c3ccccc3)c2N2CCCC2)c([N+](=O)[O-])c1 | 2 | -4.9% |
| CC(C)c1ccc(-n2c(O)c(/C=N/NC(=O)c3ccccc3O)c(=O)[nH]c2=S)cc1 | -3 | -4.7% |
| O=C(CCCN1Cc2ccccc2C1)c1ccc(F)cc1 | 8 | -6.4% |
| O=C(Nc1ccc2oc(-c3ccncc3)nc2c1)c1cccs1 | 28 | -0.3% |
| CCCN1C(=O)/C(=N\OCC(=O)Nc2ccc(C(C)C)cc2)c2ccccc21 | -9 | 1.0% |
| O=C(NCc1ccco1)c1cccc(NC(=O)c2ccco2)c1 | / | 5.0% |
| CC(NC(=O)c1ccccc1NC(=O)c1ccncc1)c1ccccc1 (stereo not drawn) | 19 | 3.6% |
| Cc1cc(CNC(=O)COc2ccc(F)cc2F)c2ccccc2n1 | 2 | 1.6% |
| Cn1nc(C(C)(C)C)cc1NC(=O)Nc1ccc(F)cc1F | 3 | 2.1% |
| CCOc1ccc(C(NC(C)=O)c2ccc(OC)c(OC)c2)cc1 (stereo not drawn) | 3 | 5.9% |
| CCN1CCN(c2nc([N+](=O)[O-])nn2C)CC1 | 10 | -1.8% |

Brought forward from above: 4 compounds; new compounds follow.
| mol | RmlCD inh 1536 | M. tuberculosis GlmU |
| --- | --- | --- |
| Cc1cc(CNC(=O)COc2ccc(F)cc2F)c2ccccc2n1 | 2 | 1.6% |
| Cn1nc(C(C)(C)C)cc1NC(=O)Nc1ccc(F)cc1F | 3 | 2.1% |
| CCOc1ccc(C(NC(C)=O)c2ccc(OC)c(OC)c2)cc1 (stereo not drawn) | 3 | 5.9% |
| CCN1CCN(c2nc([N+](=O)[O-])nn2C)CC1 | 10 | -1.8% |
| O=C(CN1CCN(CC(=O)Nc2ccc3c(c2)OCO3)CC1)Nc1ccc(F)cc1 | 7 | 3.8% |
| Cc1cc(C(=O)NNC(=O)c2cccc(S(=O)(=O)N3CCOCC3)c2)c2ccccc2n1 | -10 | -3.4% |
| COc1cc(CNCCCN2CCOCC2)cc(Br)c1OCc1ccc(Cl)cc1 | / | -17% |
| COc1ccccc1CN=C1NC(=O)C(CC(=O)Nc2ccc(OC)c(OC)c2)S1 (stereo not drawn) | 4 | 4.2% |
| COc1cccc(CNC(=O)C(=O)NCC(c2ccco2)N2CCOCC2)c1 (stereo not drawn) | 7 | 5.3% |
| COc1ccc(Oc2coc3cc(OC(=O)/C=C/c4ccccc4)ccc3c2=O)cc1 | 38 | 3.0% |
| CC1(C)SCC(C(=O)O)N1C=O (stereo not drawn) | 9 | 2.7% |
| O=C(C1CC1)N1CCCN(C(=O)C2CC2)CC1 | / | -0.3% |
| Cc1cc(=O)oc2cc(OCC(O)CN3CCN(c4ccc(F)cc4)CC3)ccc12 (stereo not drawn) | 8 | -2.1% |
| Cc1cc(Cl)ccc1Oc1ccc(C(N)=O)cc1[N+](=O)[O-] | 3 | 0.8% |
| CSc1cccc(NC(N)=O)c1 | / | 3.7% |
| Cc1ccc2c(c1)C1CN(C)CCC1N2C(=S)NC(=O)c1ccc(Cl)cc1Cl (stereo not drawn) | -9 | -1.1% |
| CCc1ccc(OCc2nnc(SCCN3CCOCC3)n2C)cc1 | / | 2.1% |
| O=C(O)c1cc(N/N=C/c2ccc3c(c2)OCCO3)ccc1Cl | 20 | 4.3% |
| CC(C)(C)OC(=O)N1CCC(c2cc(-c3cccs3)n[nH]2)CC1 | 1 | 0.9% |
| CCOC(=O)c1oc2ccc(S(=O)(=O)n3nc(-c4ccccc4)cc3N)cc2c1C | 23 | 2.8% |
| CCOc1cc(N2CCOCC2)c(OCC)cc1NC(=O)c1ccc2ccccc2n1 | -5 | 2.4% |
| N#CC1=C(N2CCCCC2)c2cc3c(n2C1=O)CCCC3 | / | 6.1% |
| CC(C)c1nc(SCC(=O)Nc2ccc([N+](=O)[O-])cc2Br)n[nH]1 | -5 | -1.8% |
| O=C(COC(=O)CC1CC2CCC1C2)Nc1ccc(F)cc1 (stereo not drawn) | -14 | 0.5% |
| O=[N+]([O-])c1ccc(OCC2CC(c3ccccc3)=NO2)cc1 (stereo not drawn) | 8 | -1.1% |
| O=C(O)C1CCCN1c1ncnc2ccccc12 (stereo not drawn) | -10 | 3.8% |
| CCc1nnc(NC(=O)c2c(OC)cccc2OC)s1 | -1 | 3.2% |
| CC(=O)NC(Cc1c[nH]c2ccccc12)C(=O)NCc1ccc2c(c1)OCO2 (stereo not drawn) | -3 | 21% |
| CCOC(=O)c1cccc2c1-c1ccccc1/C2=N/O | / | 3.0% |

Entries of single compounds from above. Order of screens: RmlCD inh 1536	M. tuberculosis GlmU
Shown for O=C(C1CC1)N1CCCN(C(=O)C2CC2)CC1 : /	-0.3%
Shown for CCOC(=O)c1oc2ccc(S(=O)(=O)n3nc(-c4ccccc4)cc3N)cc2c1C : 23	2.8%
Shown for O=C(Nc1nccs1)C(=O)c1c[nH]c2ccccc12 : /	5.5%
Shown for COc1cc(CNCCCN2CCOCC2)cc(Br)c1OCc1ccc(Cl)cc1 : /	-17%
Shown for COc1ccc(OC)c(NC(=O)N2CCCC(C)C2)c1 (stereo not drawn) : 9	3.9%

(list continues)
| mol | RmlCD inh 1536 | M. tuberculosis GlmU |
| --- | --- | --- |
| CCOc1cc(N2CCOCC2)c(OCC)cc1NC(=O)COc1cccc2cccnc12 | / | -2.5% |
| Cc1ccc(S(=O)(=O)N(C)c2ccc(C(=O)Nc3c(C)n(C)n(-c4ccccc4)c3=O)cc2)cc1 | / | 2.5% |
| CC1CCCCC1NCC#CCOc1ccc(Cl)cc1 (stereo not drawn) | / | 1.6% |
| Cc1ccccc1-n1c(Cn2c(=O)sc3ccccc32)nnc1SCC(N)=O | -6 | 2.6% |
| Cc1ccc(C(=O)/C=C/Nc2ccccc2C(N)=O)cc1 | -3 | 0.4% |
| Cc1nn(-c2ccc(F)cc2)c(C)c1NS(=O)(=O)c1ccc2ccccc2c1 | 1 | 4.7% |
| O=C(CN1CCN(CCO)CC1)Nc1ccccc1 | / | -8.7% |
| O=c1[nH]c(=O)n(CCc2ccccc2)c(O)c1/C=N/N1CCOCC1 | -4 | -2.1% |
| CC1CCN(CC(=O)Nc2ccccc2Sc2ccccc2)CC1 | / | -1.4% |
| CCn1cc(C(=O)N/N=C(/C)c2ccc(F)cc2)c(=O)c2cc(F)c(N3CCCC3)cc21 | 2 | 1.9% |
| Cc1ccc(S(=O)(=O)NCCSc2nnnn2-c2ccccc2)cc1 | / | 3.4% |
| CN(C(=S)NC(=O)Cc1ccccc1)c1ccccc1 | -9 | -0.9% |
| COc1cc(C=Nc2ccccc2C(=O)Nc2ccccc2)cc(OC)c1OC | 7 | -3.5% |
| COc1ccc(-c2cc(=O)c3c(O)c(OC)c(O)cc3o2)cc1 | -10 | 0.3% |
| COc1ccc(C(=O)CNc2ccc3ccccc3c2)cc1 | / | -0.6% |
| C/C(=N\NS(=O)(=O)c1ccccc1)c1ccccc1 | -12 | 0.6% |
| COc1ccc(N2C(=O)CC(N3CCOCC3)C2=O)cc1 (stereo not drawn) | 8 | 1.0% |
| COP(=O)(OC)C(Nc1cc(Cl)cc(Cl)c1)c1cccc(O)c1 (stereo not drawn) | 7 | -4.1% |
| C/C(N)=C(/C#N)C(=O)COC(=O)c1oc2ccccc2c1COC(C)C | 12 | -2.2% |
| COc1ccccc1CNC(=O)CCCN1C(=O)COc2ccc(C)cc21 | / | 4.1% |
| O=C(/C=C/c1ccc(S(=O)(=O)N2CCOCC2)cc1)NCc1ccccc1 | -8 | -1.9% |
| O=C1C2C3C=CC([C@@H]2C(=O)N1C1CC1)[C@H]1C(=O)N(C2CC2)C(=O)C31 (stereo partly drawn) | / | -4.8% |
| CCCCS(=O)CC(COc1ccc(Cl)cc1)OC(=O)c1ccccc1 (stereo not drawn) | -6 | 1.8% |
| COc1ccc(C(CNC(=O)Cc2ccccc2F)N2CCCCC2)cc1 (stereo not drawn) | 5 | -5.6% |
| CC(C)NC(=O)c1ccccc1NC(=O)/C=C/c1cccc([N+](=O)[O-])c1 | -10 | 2.6% |
| O=C(NC1CCCCC1)C(c1cccs1)N(C(=O)C(F)(F)F)c1ccccc1 (stereo not drawn) | 7 | 2.5% |
| O=C(CC1(O)C(=O)N(CCc2ccccc2)c2ccccc21)c1ccccn1 (stereo not drawn) | -1 | -1.1% |
| O=C(O)CC(Cc1ccccc1)C(=O)Nc1ccc([N+](=O)[O-])cc1 (stereo not drawn) | -10 | 5.9% |
| NC(Cc1ccc(O)c([N+](=O)[O-])c1)C(=O)O (stereo not drawn) | 1 | 0.6% |
| O=S(=O)(N/N=C/c1ccccc1OCc1ccc(Cl)cc1)c1ccccc1 | -9 | -6.8% |
| CCn1cc([N+](=O)[O-])c(C(=O)N2N=C(c3ccc4ccccc4c3)CC2c2ccccc2O)n1 (stereo not drawn) | / | 3.8% |
| Cc1c(NC(=O)/C(=C/c2cccs2)c2cccs2)c(=O)n(-c2ccccc2)n1C | 10 | 2.0% |
| O=C(CSC1=NC(=O)C(Cc2ccccc2)C(=O)N1)Nc1ncc(Br)cc1Br (stereo not drawn) | 5 | 4.6% |
| CC(C)c1[nH]nc2c1C(c1ccco1)C(C#N)=C(N)O2 (stereo not drawn) | 8 | 5.2% |
| Cc1cccc(C(=O)Nc2ccc(N3CCN(c4ccc(C(F)(F)F)cn4)CC3)nc2)c1 | 27 | -3.8% |
